Screening results as filed in PubChem BioAssay.
DT40 TDP1 CPT: qHTS for Inhibitors of human tyrosyl-DNA phosphodiesterase 1 (TDP1): qHTS in cells in presence of CPT. chicken DT40 Tdp1-/-;hTDP1 cells + 20 nM CPT, ATP luminescence, 48 h. Potency, µM (titrated, usually from 46.2 µM), inactives show top-dose activity change, negative = growth inhibition, actives largely listed as inhibitors. 12% of 420,000 active. AID 686979, 2013; note: nearly all actives have a fitted effect of over 55% in size
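Chicken DT40 Tdp1-/- cells stably complemented with human TDP1 were seeded at 400 cells/well in medium containing 20 nM camptothecin, exposed to pin-transferred compounds, and grown at 37 °C for at least 48 hr. Viability was read as ATP luminescence.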
KAT2A inh: qHTS Assay for Inhibitors of GCN5L2. Histone acetyltransferase KAT2A (Homo sapiens), Q92830. GCN5L2 HAT assay, ThioGlo1 CoA-SH fluorescence. Potency, µM (top dose mostly 58.9 µM), without a hit: at the highest dose activity change, negative = inhibition, actives largely listed as inhibitors. 0.21% of 390,000 active. AID 504327, 2011
Target sequence (Q92830 whole entry, looked up): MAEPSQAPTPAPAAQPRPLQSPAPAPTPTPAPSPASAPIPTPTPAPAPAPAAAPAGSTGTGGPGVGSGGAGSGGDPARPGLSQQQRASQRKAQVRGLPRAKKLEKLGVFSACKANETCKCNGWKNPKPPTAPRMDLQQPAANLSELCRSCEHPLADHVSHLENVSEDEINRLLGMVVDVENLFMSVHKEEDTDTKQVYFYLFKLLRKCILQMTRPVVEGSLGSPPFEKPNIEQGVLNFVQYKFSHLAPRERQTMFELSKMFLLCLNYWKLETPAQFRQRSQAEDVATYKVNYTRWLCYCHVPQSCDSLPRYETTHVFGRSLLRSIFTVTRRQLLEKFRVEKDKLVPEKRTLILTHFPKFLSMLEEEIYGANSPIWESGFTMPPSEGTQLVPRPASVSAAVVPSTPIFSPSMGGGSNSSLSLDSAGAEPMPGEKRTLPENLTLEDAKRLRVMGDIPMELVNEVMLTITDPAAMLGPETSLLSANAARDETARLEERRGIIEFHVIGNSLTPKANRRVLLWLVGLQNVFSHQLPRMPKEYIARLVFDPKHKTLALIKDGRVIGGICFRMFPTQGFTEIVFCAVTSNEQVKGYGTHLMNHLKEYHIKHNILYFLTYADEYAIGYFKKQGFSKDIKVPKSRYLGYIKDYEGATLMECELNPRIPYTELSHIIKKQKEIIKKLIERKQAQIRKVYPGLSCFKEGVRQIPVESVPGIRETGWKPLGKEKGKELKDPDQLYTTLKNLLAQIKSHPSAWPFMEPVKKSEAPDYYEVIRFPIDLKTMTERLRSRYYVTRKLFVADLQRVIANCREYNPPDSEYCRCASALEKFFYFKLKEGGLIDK
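Compounds, pin-transferred from DMSO stocks, meet 20nM GCN5L2 for 15 min before the reaction begins with H3(1-25) peptide (75uM) and acetyl-CoA (70uM). Thiol-reactive ThioGlo1 reports CoA release over 20 min at room temperature.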
TDP1 cell noCPT: qHTS for Inhibitors of human tyrosyl-DNA phosphodiesterase 1 (TDP1): qHTS in cells in absence of CPT. DT40 Tdp1-/- hTDP1 cells, no CPT, ATP luminescence, 48 h. Potency, µM (series often up to 46.2 µM), without a hit: at the highest dose activity change, negative = growth inhibition, usual class: inhibitors. 15% of 420,000 active; note: nearly all actives have a fitted effect of over 55% in size
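Compound effects on proliferation are scored in DT40 Tdp1-/-;hTDP1 cells in the absence of CPT. ATP levels (CellTiter-Glo luminescence) are recorded after a ≥48 hr, 37 °C incubation.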
An asterisk follows results filed as active; ? = inconclusive; / = not tested or not shown; & = joins results of further samples; [ ] = dose if it differs, or a comment. Calls come from the whole dose curve; as a rule, active = well fitted curve in the direction sought with a large enough effect; inconclusive = small, poorly fitted or top-dose-only effect, or another doubt; inactive = no such curve, though single readings can be large; an effect the other way counts as inactive or inconclusive. % is set by controls: 0 for no effect and ±100 for the full control effect; potency is the fitted concentration of half-maximal effect. A portion of the library; count on the stated rates, not on these rows.

SMILES	DT40 TDP1 CPT	KAT2A inh	TDP1 cell noCPT
CC12CC[C@H]3[C@@H](CCC4(O)C[C@H](O)CCC34/C=N/NC(=O)c3ccccc3Cl)C1(O)CCC2C1=CC(=O)OC1 (stereo partly drawn)	1%	-1%	0%
CCN(CC)c1ccc(N=Cc2c(O)n(-c3ccccc3C)c(=O)[nH]c2=O)cc1	23µM*	-5%	?
C=CCn1c(O)c(C(C)=Nc2cccc(C(=O)O)c2)c(=O)[nH]c1=O	0%	1%	-1%
O=C1C=C2C=C[C@H]3C[C@]2(O1)[C@@H]1CCCCN13	-24%	-3%	?
Cc1ccc(NC(=O)CSc2nnc([C@@H](N)Cc3c[nH]c4ccccc34)o2)c(C)c1	-29%	-22%	-24%
O=C(CN1CCOCC1)c1cccc([N+](=O)[O-])c1	-9%	/	-12%
COc1ccc(C(=O)C2CCCN(C3CSCCSC3)C2)cc1OC (stereo not drawn)	-1%	-7%	?
CC(C)(C)C(=O)OCC12CCC(O1)C1(C)C(=O)OCC21 (stereo not drawn)	-5%	1%	-5%
Cc1ccc(C(O)(c2ccc(C)c(C)c2)C2CN3CCC2CC3)cc1C (stereo not drawn)	3.7µM*	13%	2.3µM*
Cn1c(O)c(C=NCCN2CCN(C(=O)Nc3ccccc3)CC2)c(=O)n(C)c1=O	-1%	-2%	2%
Cc1cc(C)c(Cn2c3ccccc3c3cnn(CC(=O)NCc4ccc(Cl)cc4)c(=O)c32)c(C)c1	?	-2%	23µM*
CCOc1ccc(CC2C(=O)NC(=O)N(c3ccc(CC)cc3)C2=O)cc1 (stereo not drawn)	-8%	-3%	-16%
COc1ccc(CN2C(=O)CC(=O)NC2=O)cc1	-4%	-5%	4%
Nc1ccncc1	-24%	-5%&-5%	15%
COc1cc(/C=C/c2nc3ccccc3c(=O)n2-c2ccc(O)cc2)ccc1O	?	0%	?
COc1ccc(Br)cc1CN1CCN(CCO)CC1	8%	2%	1%
CCCCn1c(O)c(C(C)=Nc2c(C)n(C)n(-c3ccccc3)c2=O)c(=O)[nH]c1=O	0%	-5%	0%
COC(=O)c1ccccc1NC(=O)c1cccn(Cc2cccc(Cl)c2)c1=O	?	-4%	18µM*
COc1ccc(CNCCc2ccc3c(c2)OCO3)cc1Br	?	-26%	21µM*
O=C(CCN1CC=C(c2ccccc2)CC1)NCc1ccccc1	-8%	/	-29%
O=[N+]([O-])c1ccc(N2CCCCCC2)c2nonc12	?	-5%	?
COc1ccc(CC(=O)N(CCN(C)C)CC2CCCN(Cc3ccccc3F)C2)cc1 (stereo not drawn)	-29%	-5%	?
COCCOC(=O)c1c(N)n(Cc2ccccc2)c2nc3ccccc3nc12	?	?	?
C=CCN1CC[C@]23c4c5ccc(O)c4OC2[C@H](O)CC[C@@]3(O)[C@H]1C5 (stereo partly drawn)	-3%	-1%	-2%
CCOC(=O)C(O)(c1ccc(NC(=S)NC(=O)c2ccc(Cl)cc2Cl)c(C)c1)C(F)(F)F (stereo not drawn)	?	2%	12µM*
CN1CN(c2cccc([N+](=O)[O-])c2)CN=C1N[N+](=O)[O-]	-7%	-7%	5%
CN1CCN(C(=O)COc2ccc(S(=O)(=O)NC3CCCCC3)cc2Cl)CC1	13%	?	5%
c1cc2c(cc1-c1ccc3c(c1)OCO3)CNCc1cnnn1-2	?	/	?
C=C1[C@H]2C[C@H]3[C@H]4N5C[C@]6(C)CCC[C@]47[C@H]([C@H]2O)[C@]3(C[C@]5(O)[C@H]67)[C@@H]1O	11%	/	9%
CC1CN=C(NC(C)c2ccccc2)S1 (stereo not drawn)	2%	-10%	5%
Cc1cc([P+](=O)O)c(C)n1-c1ccc(Br)cc1	-11%	-1%	0%
CNC(=S)N/N=C1\C2CN3CCN(C2)CC1(c1ccccc1)C3	-7%	2%	6%
Cc1cc(C)n(-c2ccc(NN=C(C#N)C#N)cc2)n1	10µM*	-16%	7.3µM*
CCN(CC)C(=O)N[C@H]1C[C@@H]2c3cccc4[nH]cc(c34)C[C@H]2N(C)C1	?	-2%	-39%&-17%
CC(Cc1ccccc1)N1Cc2ccccc2C1 (stereo not drawn)	4%	1%	-22%
Fc1ccccc1CCNCc1cccc(Cl)c1Cl	?	?	-19%
Cc1nc2ccc(N3CCN(C)CC3)cc2nc1C	26%	-22%	5%
CC1CC(NC(=O)C2C3CCC(O3)C2C(=O)O)CC(C)(C)C1 (stereo not drawn)	6%	-6%	1%
O=c1[nH]c(=O)n(-c2cccc3ccccc23)c(O)c1/C=N/N1CCCCC1	13%	-8%	8%
CCN1CCN(C(=O)COc2ccc(S(=O)(=O)NC(C)C)cc2)CC1	-8%	-9%	-4%
O=c1c2ccccc2nc(N2CCCC2)n1-c1ccc(Cl)cc1	21µM*	-14%	16µM*
Cc1ccccc1Cn1cccc(C(=O)Nc2cc(Cl)ccc2C#N)c1=O	-4%	-12%	-29%
CCOc1ccc(N2C(=O)NC(=O)/C(=C\c3cc(OC)c(OC)cc3[N+](=O)[O-])C2=O)cc1	?	1%	?
O=C1NC(=O)C(CCc2ccncc2)(CCc2ccncc2)C(=O)N1C1CCCCC1	-12%	0%	?
CCCCCn1cc(C(=O)C(=O)N2CCOCC2)c2ccccc21	-21%	-14%	8%
CN(C)c1ccc(/C=C/c2cc[n+](C)c3ccccc23)cc1	0.41µM*	38%[activator]	0.23µM*
COC(=O)C1=C(c2ccc(S(C)(=O)=O)cc2)C[C@@H]2CC[C@H]1N2C(=O)N1CCCC1	-16%	/	4%
O=C1NC(=O)C2(Cc3ccccc3N3CCCC32)C(=O)N1c1ccccc1 (stereo not drawn)	0%	-3%	-11%
C[C@@H]1OC(=O)[C@H]2C[C@H]3CCCC[C@@H]3[C@@H](/C=C/[C@H]3CCC[C@H](C)N3C)[C@@H]12	-6%	3%	?
O=C1C2CCCN2C(c2ccccc2)N1c1ccccn1 (stereo not drawn)	-14%	-5%	-14%
COC(=O)Cn1cc(C(=O)c2ccccc2F)c2ccccc21	-3%	-10%	-13%
COc1nc(N)nc2c1ncn2[C@@H]1O[C@H](CO)[C@@H](O)[C@@H]1O	?	-12%	-26%
CCOC(=O)c1c(NC(=O)C(c2ccccc2)c2ccccc2)sc2c1C1CCN2CC1	21µM*	-13%	23µM*
Cn1cccc1CNCCc1ccc(F)cc1	?	0%	?

Single records, from the list above:
Results for CCN1CCN(C(=O)COc2ccc(S(=O)(=O)NC(C)C)cc2)CC1 : DT40 TDP1 CPT: -8%; KAT2A inh: -9%; TDP1 cell noCPT: -4%
Results for O=C1C=C2C=C[C@H]3C[C@]2(O1)[C@@H]1CCCCN13 : DT40 TDP1 CPT: -24%; KAT2A inh: -3%; TDP1 cell noCPT: ?

21 entries out of the list, arranged by number of heavy atoms, high to low.
SMILES	DT40 TDP1 CPT	KAT2A inh	TDP1 cell noCPT
CC12CC[C@H]3[C@@H](CCC4(O)C[C@H](O)CCC34/C=N/NC(=O)c3ccccc3Cl)C1(O)CCC2C1=CC(=O)OC1 (stereo partly drawn)	1%	-1%	0%
Cc1cc(C)c(Cn2c3ccccc3c3cnn(CC(=O)NCc4ccc(Cl)cc4)c(=O)c32)c(C)c1	?	-2%	23µM*
CCOC(=O)c1c(NC(=O)C(c2ccccc2)c2ccccc2)sc2c1C1CCN2CC1	21µM*	-13%	23µM*
O=C1NC(=O)C(CCc2ccncc2)(CCc2ccncc2)C(=O)N1C1CCCCC1	-12%	0%	?
Cc1ccc(NC(=O)CSc2nnc([C@@H](N)Cc3c[nH]c4ccccc34)o2)c(C)c1	-29%	-22%	-24%
COc1cc(/C=C/c2nc3ccccc3c(=O)n2-c2ccc(O)cc2)ccc1O	?	0%	?
COCCOC(=O)c1c(N)n(Cc2ccccc2)c2nc3ccccc3nc12	?	?	?
Cc1ccccc1Cn1cccc(C(=O)Nc2cc(Cl)ccc2C#N)c1=O	-4%	-12%	-29%
Cc1ccc(C(O)(c2ccc(C)c(C)c2)C2CN3CCC2CC3)cc1C (stereo not drawn)	3.7µM*	13%	2.3µM*
CCN(CC)C(=O)N[C@H]1C[C@@H]2c3cccc4[nH]cc(c34)C[C@H]2N(C)C1	?	-2%	-39%&-17%
C=CCN1CC[C@]23c4c5ccc(O)c4OC2[C@H](O)CC[C@@]3(O)[C@H]1C5 (stereo partly drawn)	-3%	-1%	-2%
O=c1c2ccccc2nc(N2CCCC2)n1-c1ccc(Cl)cc1	21µM*	-14%	16µM*
CN(C)c1ccc(/C=C/c2cc[n+](C)c3ccccc23)cc1	0.41µM*	38%[activator]	0.23µM*
O=C1C2CCCN2C(c2ccccc2)N1c1ccccn1 (stereo not drawn)	-14%	-5%	-14%
CN1CN(c2cccc([N+](=O)[O-])c2)CN=C1N[N+](=O)[O-]	-7%	-7%	5%
Fc1ccccc1CCNCc1cccc(Cl)c1Cl	?	?	-19%
CC(Cc1ccccc1)N1Cc2ccccc2C1 (stereo not drawn)	4%	1%	-22%
Cc1cc([P+](=O)O)c(C)n1-c1ccc(Br)cc1	-11%	-1%	0%
O=C1C=C2C=C[C@H]3C[C@]2(O1)[C@@H]1CCCCN13	-24%	-3%	?
CC1CN=C(NC(C)c2ccccc2)S1 (stereo not drawn)	2%	-10%	5%
Nc1ccncc1	-24%	-5%&-5%	15%
